INS promoter inh = TRM-6 insulin promoter activity inhibition; inhibition, % at 2 µM; TRM-6 cells (human fetal islet line), insulin promoter-eGFP reporter, imaging; reporter expression induced with tamoxifen; actives 0.9% (n = 130,000);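 active means inhibition above the mean plus 3 SD, with well images judged a real hit on visual review, cut at about 60% in these data, passing the limit was not always enough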
sdo1 growth = restores growth of sdo1-depleted yeast | S. cerevisiae sdo1-depleted JHY4D growth rescue, OD600 30 h; hits give high values; pdr5 snq2 efflux-pump mutant strain | z-score at 10 µM | actives 0.21% (n = 140,000) | AID 817;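 active means z-score above 3 at both the 24 hr and the 30 hr optical density reads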;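 further: z-score against mean and SD of all compound wells on the same plate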
sdo1 growth Rescue 24 h = recorded beside sdo1 growth, whose call it bears; z-score; S. cerevisiae sdo1-depleted JHY4D growth rescue, OD600; measured here: growth rescue at 24 h;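 0 is the plate mean of compound wells and units are plate SD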
Numbers without * were called inactive; · = not tested or not shown; [ ] = dose if it differs, or a comment. A portion of the library; the hit share may differ from the screen's.

Values run as follows: INS promoter inh | sdo1 growth | sdo1 growth Rescue 24 h
> C=CCn1c(O)c(N=NC(=O)OCC)c2ccccc21
    -13.3 | 0.17 | -0.15
> COc1ccccc1NC(=O)Cc1noc(CSc2nnc(N)s2)n1
    -30.8 | 0.85 | 0.25
> CCOC(=O)C1CCCN(C(=O)c2sc3nc(C)nc(N(CC)CC)c3c2C)C1 (stereo not drawn)
    0.0 | -0.97 | -0.96
> CCOC(=O)Cn1nc(Cc2ccccc2)c2ccccc2c1=O
    8.6 | 0.98 | -0.03
> COC(=O)c1cc(OC)c(OC)cc1NC(=O)C(C)Sc1ccc(C)cc1 (stereo not drawn)
    -29.2 | -0.85 | -0.74
> O=C(NNC(=S)NC(=O)C12CC3CC(CC(C3)C1)C2)c1ccncc1
    · | -2.77 | -1.98
> COc1ccc2cnnc(SCC(=O)Nc3ccc(C(C)=O)cc3)c2c1OC
    -8.0 | 0.02 | 0.05
> Cn1c(=O)c2c(SCc3ccccc3)nc(-c3ccco3)nc2n(C)c1=O
    -10.0 | -1.89 | -0.52
> Cc1cc(C)c(COc2ccc(/C=N/n3c(C)n[nH]c3=S)cc2)c(C)c1
    -10.0 | -0.93 | -0.83
> O=C(CSCc1ccccn1)Nc1ccccc1
    14.7 | 0.52 | 2.03
> S=C(NCCCN1CCOCC1)Nc1cccc(Cl)c1
    5.9 | · | ·
> Cc1cc(N/C=C/C(=O)c2ccc(Br)cc2)no1
    -450.0 | -0.31 | -0.55
> COc1cccc(C(=O)NC(=S)Nc2ccc(N(C)C)cc2)c1
    8.8 | -0.18 | 0.36
> Cc1n[nH]c(C)c1CS(=O)(=O)c1ccccc1
    -118.2 | · | ·
> COc1cc(/C(C)=N/N2CCOCC2)cc(OC)c1OC
    0.0 | · | ·
> Cc1ccc(N2C(S)=C(C#N)C(=O)NC23CCCCC3)cc1
    23.3 | 14.3 | 0.07
> Cc1csc(NC(=O)CSc2nnc(C)s2)n1
    15.2 | 1.28 | 1.43
> OCCN(Cc1ccccc1)Cc1ccc(F)c(F)c1
    9.1 | 0.26 | -0.02
> COc1ccc(-n2c(SCc3nnc(-c4ccccc4)o3)nnc2-c2ccccc2)cc1
    -41.9 | -0.75 | -0.44
> Cc1cccc(N(C(=O)CCC(=O)Nc2cc(C)on2)C(C(=O)NC2CCCC2)c2ccncc2)c1 (stereo not drawn)
    · | 0.39 | 0.23
> CCc1cc2c(=O)n(-c3ccccc3)c(=S)[nH]c2s1
    16.7 | -0.02 | -0.58
> CC(=O)Nc1cccc(OCc2ccc(F)cc2)c1
    -141.2 | · | ·
> Cc1cc(C)c2c(=O)[nH]n(C3CC(C)N(C)CC3C)c2n1 (stereo not drawn)
    · | 0.91 | 0.81
> CCCOC(=O)c1ccc(-c2ccc(C=O)o2)cc1
    41.4 | 0.7 | 0.57
> Cc1c(/C=N\NC(=O)c2cc3ccccc3o2)c2ccccc2n1C
    -166.7 | · | ·
> COc1ccc(N2CCN(CCNC(=O)c3c(C)cc(=O)oc3C)CC2)cc1
    -6.1 | 0.6 | -0.03
> CC(=O)Nc1c(C(=O)N2CCOCC2)sc2nc3c(cc12)COC(C)(C)C3
    -48.3 | 0.33 | -0.04
> C=CCSc1nc2c(cnn2-c2ccc(C)c(C)c2)c(=O)[nH]1
    · | -0.39 | 0.63
> Cc1ccc(C(c2sc3ncnn3c2O)N2CCCCC2)cc1 (stereo not drawn)
    · | 0.57 | 0.53
> CS(=O)CSc1nc2c(cc1C#N)CCCC2 (stereo not drawn)
    · | 0.6 | 0.81
> O=C1CC(C(=O)O)S/C(=N\NC(=O)c2ccc(F)cc2)N1 (stereo not drawn)
    0.0 | -0.13 | -0.24
> CS(=O)(=O)c1ccc(-c2nn[nH]n2)cc1
    7.1 | 0.42 | 0.84
> Cc1cc(C(=O)CSc2nnc(-c3cccs3)n2Cc2ccccc2)c(C)n1C
    -24.2 | -1.79 | -1.76
> COc1cc2c(-c3ccc(O)cc3)nc3c(c(C)nn3-c3ccccc3)c2cc1OC
    20.7 | 1.73 | 2.36
> COc1cc(OC)cc(C(=O)NCCn2ccc3ccccc32)c1
    · | 0.16 | 0.32
> O=C(CN(CC1CCCO1)C(=O)CCC(=O)Nc1nccs1)NCC1CCCO1 (stereo not drawn)
    7.7 | -0.12 | -0.25
> O=C(NC1(O)C(=O)c2ccccc2C1=O)c1ccccc1
    57.1 | 0.62 | 0.16
> CCOc1ccccc1C(=O)Nc1ccccc1C(N)=O
    2.6 | -0.56 | -0.97
> CC(=O)Nc1ccccc1-c1nn[nH]n1
    -25.0 | 0.44 | 0.14
> CC(=O)c1nnn(-c2nc(N3CCCC3)nc(N(c3ccccc3)c3ccccc3)n2)c1C
    19.1 | -0.66 | 0.16
> Cc1noc(C)c1S(=O)(=O)N1CCC(C(=O)Nc2ccc(OC(F)(F)F)cc2)CC1
    -41.9 | -0.41 | 1.54
> CCN1CCN(c2ncc(C(=O)N3CCN(c4ccccc4OC)CC3)c3ccccc23)CC1
    -100.0 | · | ·
> Cc1cc(F)c(F)cc1C(=O)N1CCCC1
    0.0 | · | ·
> FC(F)(F)c1cccc(Cc2noc(CN3CCCC(CN4CCCC4)C3)n2)c1 (stereo not drawn)
    -20.0 | · | ·
> Cc1noc(C)c1S(=O)(=O)N1CCCC(C(=O)N2CCN(C3CCCCC3)CC2)C1 (stereo not drawn)
    · | 0.23 | -0.34
> O=C(Nc1ccc(N2CCCCC2)cc1)c1cccnc1Cl
    0.0 | 0.32 | 1.5
> CCOc1ccc(N(CC(=O)NC2CCCC2)C(=O)CCC(=O)Nc2ccccn2)cc1
    · | 0.02 | 0.49
> O=c1cc(-c2cccs2)oc2ccc(Cl)cc12
    26.8 | -0.48 | -1.63
> CCCCn1c(SCC(=O)N2CCCCC2C)nc2cc(S(N)(=O)=O)ccc21 (stereo not drawn)
    51.4 | 0 | -0.5
> CCOC(=O)c1ccc(NC(=O)C(C)N2C(=O)c3ccccc3C2=O)cc1 (stereo not drawn)
    · | 0.86 | 1.41

(listing goes on)
Values run as follows: INS promoter inh | sdo1 growth | sdo1 growth Rescue 24 h
> CCN(CC)C(=O)CSc1ncnc2c1nnn2-c1ccc(OC)cc1
    -9.1 | 0.12 | -0.25
> CCOc1ccc(NC(=O)C2C3C=CC4(CN(C(C(=O)OC)C(C)C)C(=O)C24)O3)cc1 (stereo not drawn)
    -15.0 | 0.58 | 0.94
> O=C1CN(S(=O)(=O)c2ccccc2)CC(=O)N1CCc1ccccc1
    0.0 | -0.15 | -0.43
> COC(=O)c1cnn(C(=O)c2ccccc2Br)c1N
    27.8 | 2.28 | 2.66
> COc1ccc(CN(C)c2ncnc(N)n2)cc1
    40.0 | 0.35 | -0.34
> CC(C)NC(=O)c1onc(CSc2cccc(F)c2)c1C(=O)O
    29.7 | 0.62 | -0.17
> CCc1cccc(C)c1NC(=O)COC(=O)c1ccc2c(c1)S(=O)(=O)c1ccccc1C2=O
    7.1 | 0.19 | -0.19
> CCOC(=O)CNS(=O)(=O)c1cc(-c2nn(C)c(=O)c3ccccc23)ccc1C
    · | -0.84 | -1.03
> CCOC(=O)c1cc(C#N)c(SCc2ccc(C#N)cc2)nc1C
    44.4 | 0.14[10.1 µM] | 3.03
> COc1ccc(CC(=O)NCCN2CCCC2)cc1
    25.0 | 0.25 | -0.65
> COc1cc(/C=C(\C#N)c2nc3c(s2)CCCC3)ccc1O
    -118.2 | -1.42 | -1.14
> COC(=O)C(C)NC(=O)C1CCCN1S(=O)(=O)c1cc(C)c(Cl)cc1C (stereo not drawn)
    -75.0 | 1.48 | 1.03
> CCOC(=O)COc1ccc2c(c1)C(=O)CC(C)(c1cccnc1)O2 (stereo not drawn)
    · | 0.65 | 0.17
> COc1ccc(/C(C)=N/NC(=O)C2C3CCCCC32)c(OC)c1 (stereo not drawn)
    -66.7 | 0.2 | -0.26
> COC(=O)c1sccc1NC(=O)CSCC(=O)O
    9.1 | · | ·
> CN(C)c1ccc(/C=C(\C#N)C(=O)NCc2ccco2)cc1
    -20.0 | 0.7 | 1.64
> Cc1nn(C)cc1CN(C)C(=O)c1sc2cccc(Cl)c2c1Cl
    32.3 | -1.07 | -1.32
> Nc1nc2n(n1)C(c1c(F)cccc1Cl)CC(c1ccc(F)cc1)N2 (stereo not drawn)
    · | 0.19 | 0.42
> CCCSc1nnc(-c2c[nH]c3ccccc23)n1C
    · | -1 | -1.44
> Cc1ccc(C(=O)CSc2nnc(CNc3ccc(C)cc3C)o2)cc1
    -47.4 | -0.02 | 0.58
> CCOC(=O)c1ccc(NC(=O)C2CC(=O)Nc3nc4ccccc4n32)cc1 (stereo not drawn)
    -36.4 | · | ·
> CCCC(c1nnnn1CC1CCCO1)N1CCN(c2cc(Cl)ccc2C)CC1 (stereo not drawn)
    · | -0.73 | -0.16
> CC1=CCC2(CO)COC(c3ccccc3O)C1C2 (stereo not drawn)
    -15.6 | 0.33 | 0.15
> CCOC(=O)C1=C(NC(=O)c2ccc(Br)o2)Nc2ccccc2N=C1
    · | -0.55 | -0.63
> COc1ccc(-c2cc(C(F)(F)F)n3nc(C)cc3n2)cc1
    · | -0.24 | -0.85
> CC1CN=C(N(Cc2ccccc2)C(=O)Nc2ccccc2)S1 (stereo not drawn)
    11.4 | -1.6 | -0.97
> O=C(C1CC1)N1CCN(S(=O)(=O)c2ccc3c(c2)OCCO3)CC1
    46.1 | · | ·
> O=C(Nc1ccc(F)cc1F)c1ccc(-n2cccn2)nc1
    12.8 | · | ·
> O=C(CCl)NC(Cc1ccccc1)c1ccccc1 (stereo not drawn)
    25.0 | · | ·
> O=C(Nc1nnc(-c2ccc(Cl)cc2)o1)Nc1ccccc1Cl
    -11.6 | -0.72 | -0.55
> Cc1cccc(NC(=O)N2CCC(n3nnc4cc(C)ccc43)CC2)c1
    0.0 | · | ·
> Cc1cc(=O)oc2cc(OCC#N)ccc12
    · | 1.08 | 1.65
> COCCCN(C(C)=O)c1nc(-c2ccccc2)cs1
    14.3 | -0.19 | -0.27
> COc1ccc(-n2c(CNC(=O)c3cccs3)n[nH]c2=S)cc1
    -15.0 | · | ·
> O=C(COc1ncnc2c1cnn2-c1ccccc1)Nc1ccc(S(=O)(=O)N2CCCCC2)cc1
    6.7 | 0.03 | -0.49
> Cc1nc2ccccc2n1CCc1nc2c3ccccc3nc(SCC(=O)NCc3ccco3)n2n1
    7.1 | -0.34 | 0.5
> Cc1ccc(OCCCCn2ccnc2)c(Cl)c1
    72.7* | 0.19 | 0.07
> O=C(Nc1ccc(Cl)cc1Cl)c1n[nH]c(Cn2cncn2)n1
    · | 0.88 | 0.29
> O=C(O)c1ccc(N2C(=O)/C(=C/c3ccc(-c4ccc([N+](=O)[O-])cc4)o3)C=C2c2ccccc2)cc1
    -154.6 | · | ·
> CCOC(=O)CC(=O)CSCC(=O)Nc1ccc(C)cc1
    -3.3 | -0.2 | -0.66
> COc1ccccc1-c1cc(C(=O)NCc2ccccc2)no1
    · | -0.98 | -0.37
> C/C(CC(=O)Nc1ccc2c(c1)OCO2)=N\NC(=O)C(c1ccccc1)c1ccccc1
    28.6 | 0.86 | 0.87
> CCOC(=O)c1cnc2cc(-c3ccc(Cl)cc3)nn2c1N
    -16.7 | 0.66 | 0.63
> O=C(CSc1nnc(-c2ccc(F)cc2)o1)Nc1ccc(S(=O)(=O)N2CCCC2)cc1
    18.2 | -0.7 | -0.75
> Cc1ccc(NCC(=O)N/N=C/c2c[nH]c3ccccc23)cc1
    -25.0 | · | ·
> CCOC(=O)C(=O)Nc1ccc(S(=O)(=O)Nc2ncccn2)cc1
    · | 1.13 | 0.86
> O=C(N/N=C/c1ccc(Sc2nc3ccccc3[nH]2)o1)c1ccncc1
    · | 1.94 | 1.69
> CS(=O)(=O)c1ccccc1-c1nc(-c2ccc([N+](=O)[O-])cc2)no1
    25.0 | · | ·
> Cc1ccc(Nc2nc3ccccc3nc2Nc2c(C)n(C)n(-c3ccccc3)c2=O)cc1
    14.3 | -0.95 | -0.19
> O=[N+]([O-])c1cccc(Nc2c3ccccc3nc3ccccc23)c1
    15.0 | · | ·

Compound profiles (already shown). Order of values: INS promoter inh | sdo1 growth | sdo1 growth Rescue 24 h
`Cc1cc(C)c(COc2ccc(/C=N/n3c(C)n[nH]c3=S)cc2)c(C)c1` is listed as -10.0 | -0.93 | -0.83
`Cc1cccc(NC(=O)N2CCC(n3nnc4cc(C)ccc43)CC2)c1` is listed as 0.0 | · | ·
`CS(=O)(=O)c1ccccc1-c1nc(-c2ccc([N+](=O)[O-])cc2)no1` is listed as 25.0 | · | ·
`CCOC(=O)c1cnc2cc(-c3ccc(Cl)cc3)nn2c1N` is listed as -16.7 | 0.66 | 0.63
`O=[N+]([O-])c1cccc(Nc2c3ccccc3nc3ccccc23)c1` is listed as 15.0 | · | ·

New compounds follow.
Values run as follows: INS promoter inh | sdo1 growth | sdo1 growth Rescue 24 h
> COc1ccc2c(c1OC)C(=O)N1c3ccccc3C(=O)N(c3ccccc3F)C21 (stereo not drawn)
    · | -0.73 | -0.63
> O=C1S/C(=C/c2ccc(N3CCOCC3)o2)C(=O)N1Cc1ccc(F)cc1
    -5.7 | -0.41 | -0.13
> COc1ccc2c(c1)c(=O)c(C(=O)c1ccccc1)cn2Cc1ccc(C)cc1
    7.3 | -0.62 | -0.84
> COc1ccc(CCn2c(N)c(S(=O)(=O)c3cccs3)c3nc4ccccc4nc32)cc1OC
    · | -0.66[6.9 µM] | -0.76
> COc1ccc(Cl)cc1NC(=O)COC(=O)CNC(=O)c1ccc([N+](=O)[O-])c(C)c1
    -2.7 | 0.56 | 0.54
> Cc1cc(-c2nnc3n2CCCCC3)c(C)n1-c1ccccc1
    · | -0.18 | 0.12
> CC(C)N(C(=O)C(F)(F)F)C(C(=O)NC1CCCCC1)c1ccncc1 (stereo not drawn)
    -7.7 | 0.68 | 0.13
> O=C(CN1C(=O)c2ccccc2C1=O)Nc1ccc(N2CCOCC2)cc1
    15.2 | 0.15 | -0.9
> CCOC(=O)CSc1nnc(COc2cccc(C)c2)o1
    -2.4 | · | ·
> CCOC(=O)N1N=C(c2ccccc2)CC1(O)C(F)(F)F (stereo not drawn)
    · | 0.88 | -0.11
